L929 necroptosis: L929 zVAD cell death inhibition; L929 zVAD necroptosis rescue, ATP luminescence, 24 h; with zVAD 60 µM; viability rescue, % at 10 µM; 0.38% of 220,000 active; AID 1377;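 active = activation, scaled between plate controls, above about 75%, limit read from the data; inactive = activation under that limit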;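 also: 0% = zVAD with DMSO and 100% = DMSO alone without zVAD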
Runt-SMMHC FRET: Runt domain-CBFb-SMMHC interaction inhibition; Q01196+Q13951; Cerulean-Runt/Venus-CBFb-SMMHC FRET ratio 530/480, 1 h; inhibition, % at 20 µM; 0.74% of 220,000 active;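 active = mean inhibition across duplicate retests at 20 µM reaching about 50%, limit read from the data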;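 also: 0% = DMSO wells and 100% = wells with excess untagged CBFb-SMMHC; inhibitors lower the FRET ratio by blocking Runt binding to CBFb-SMMHC; some results filed as inactive read as strong as hits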
Target sequence (Q01196 whole entry, looked up, the tested form may be a part): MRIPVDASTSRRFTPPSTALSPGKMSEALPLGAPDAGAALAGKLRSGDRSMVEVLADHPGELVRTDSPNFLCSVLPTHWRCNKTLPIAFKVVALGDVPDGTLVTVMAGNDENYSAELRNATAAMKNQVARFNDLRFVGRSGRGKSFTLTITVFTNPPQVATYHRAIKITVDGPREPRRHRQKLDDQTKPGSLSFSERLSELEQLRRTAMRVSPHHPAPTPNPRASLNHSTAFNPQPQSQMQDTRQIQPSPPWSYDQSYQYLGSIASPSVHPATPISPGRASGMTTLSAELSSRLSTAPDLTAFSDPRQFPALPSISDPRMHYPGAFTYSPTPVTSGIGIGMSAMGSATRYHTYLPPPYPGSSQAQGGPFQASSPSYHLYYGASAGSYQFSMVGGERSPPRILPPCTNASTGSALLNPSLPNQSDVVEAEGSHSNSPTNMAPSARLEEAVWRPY
Target sequence (Q13951 whole entry, looked up, the tested form may be a part): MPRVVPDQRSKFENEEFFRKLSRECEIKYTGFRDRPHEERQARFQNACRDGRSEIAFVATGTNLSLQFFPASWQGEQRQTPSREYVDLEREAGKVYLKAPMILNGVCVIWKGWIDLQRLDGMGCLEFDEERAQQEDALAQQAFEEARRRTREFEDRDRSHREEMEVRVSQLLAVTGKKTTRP
EP2 modulator: EP2 receptor (human) modulation; P43116; EP2-expressing cells, cAMP HTRF FRET, PGE2 co-stimulation; induction, % at 25 µM; 0.83% of 260,000 active; AID 940;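 active = compounds whose cAMP rise, as percent of the full-agonist control response, exceeds 60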;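 also: rat C6 glioma line stably carrying human EP2 under a CMV promoter; the protocol text gives 20 µM as final concentration; 100% = response of wells given 1 µM PGE2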
PGE2 EP2 inh: blocks the human prostaglandin E2 receptor EP2. C6 glioma cells expressing human EP2, cAMP TR-FRET; cells stimulated with saturating PGE2. 0.52% of 260,000 active. P43116. inhibition, % at 25 µM;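 active = percent inhibition above 40 after rounding to a whole number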;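 also: rat C6 glioma host cells with rolipram phosphodiesterase inhibitor present; the protocol text gives 20 µM as final concentration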
PERK inh: human PERK inhibition, primary cell-based screen; Q9NZJ5; CHO PERK-DD fusion, SEAP luminescence translation reporter; inhibition, % at 5.6 µM; 0.17% of 220,000 active;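 active = inhibition above the mean inhibition of all tested compounds plus 3 SD, set separately per screening campaign, cut at about 2.9% in these data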;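 also: PERK kinase domain activated by AP20187 dimerizer at 100 nM; 0% = DMSO with dimerizer and 100% = rapamycin at 8.4 µM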
RBBP9 inhibitor: blocks human serine hydrolase RBBP9. recombinant RBBP9, FP-Rh probe fluorescence polarization. O75884. AID 1515. 0.2% of 220,000 active. inhibition, % at 7.94 µM;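 active = inhibition above the campaign mean of all tested compounds plus 3 SD, cut at about 14% in these data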;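 also: plate controls were DMSO wells with RBBP9 for no effect and wells lacking RBBP9 protein for full effect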
Target sequence (O75884 whole entry, looked up): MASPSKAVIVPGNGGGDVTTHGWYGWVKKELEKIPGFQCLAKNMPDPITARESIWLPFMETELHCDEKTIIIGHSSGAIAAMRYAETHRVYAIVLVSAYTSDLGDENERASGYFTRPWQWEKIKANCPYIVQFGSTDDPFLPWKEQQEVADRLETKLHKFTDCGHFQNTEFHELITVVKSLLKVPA
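Controls: DMSO-treated enzyme wells and wells lacking RBBP9 | Material: RBBP9 protein | Technique: Fluorescence polarization | Replication: Single well per compound, no replicates | Buffer or medium: Tris-NaCl-Pluronic buffer, pH 8.0 | Timing: 30 min compound preincubation, 45 min probe labeling, 25 °C | Read-out basis: Percent inhibition from mP, scaled between DMSO and no-protein wells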
Hck Nef HTS: human Hck-Nef kinase inhibition; P08631; Recombinant Hck-YEEI plus Nef, Z-Lyte FRET kinase assay; inhibition, % at 20 µM; 0.68% of 220,000 active; AID 463187;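 active = Hck-Nef kinase inhibition above about 50%, limit read from the data; inactive = inhibition below that limit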;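 also: 0% = DMSO with Hck plus Nef and 100% = Hck alone without Nef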
TNF death inh: blocks TNF-alpha induced death of Jurkat FADD-/- cells. Jurkat FADD-/- TNF necroptosis rescue, ATP luminescence, 24 h; 0 = TNF only, 100 = no-TNF cells. activation (protection from cell death), % at 10 µM. 0.068% of 220,000 active. AID 463075;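 active = activation, meaning protection from cell death, of at least 50% relative to plate controls; inactive = activation below 50%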;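 also: necroptosis triggered by 40 ng/mL TNF-alpha added together with compound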
Runt-CBFb FRET: blocks binding of human RUNX1 Runt domain to CBFb; Cerulean-Runt/Venus-CBFb FRET ratio 530/480, 1 h; inhibition, % at 20 µM; 0.46% of 220,000 active; AID 1496;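 active = inhibition over about 50% at 20 µM in the single-dose screen, limit read from the data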;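 also: 0% = DMSO wells and 100% = excess unlabeled CBFb competitor control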
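Assay system: Cerulean-Runt domain fusion protein, energy donor; Signal: fluorescence energy transfer, 422 nm excitation, 530/480 nm emission; Timing: 1 h compound exposure, room temperature; Control set: unlabeled CBFb; Medium: Tris buffer pH 7.5 with salts and BSA; Compound: single test concentration of 20 µM, 1% DMSO final; Probe or stimulus: Venus-CBFb 100 nM.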
The depositor's hits bear a star; · = not tested or not shown; & = joins results of further samples.

Values run as follows: L929 necroptosis, Runt-SMMHC FRET, EP2 modulator, PGE2 EP2 inh, PERK inh, RBBP9 inhibitor, Hck Nef HTS, TNF death inh, Runt-CBFb FRET
Cc1ccc(N2C(=O)CS(=O)C(c3ccccc3)C2=O)cc1C (stereo not given)
→ 0.0, 68, 12, 5, 0.9, -13, -55, 1.1, 35
Cc1ccc(C2=CC(C)(c3ccc(C)cc3)Nc3nc(C(F)(F)F)nn32)cc1 (stereo not given)
→ 6.6, 3, 39, 3, 1.3, 3, 1, 14, -1
Cc1ccccc1-n1c(Cn2c(=O)sc3ccccc32)nnc1SCC(=O)Nc1nccs1
→ 1.3, 0, 2, 10, 0.0, -3, -1, 1.4, -1
O=C1CC(N2CCC(O)(c3ccc(Cl)cc3)CC2)C(=O)N1 (stereo not given)
→ -0.2, -1, 17, 10, 0.9, 3, 7, -1.2, 2
CCCCCCC(=O)Nc1nc(C)c(-c2csc(Nc3cc(Cl)ccc3OC)n2)s1
→ 18, 7, 10, 9, -0.6, -5, 1, 7.2, 6
COc1cccc(CC2(CO)CCCN(Cc3cc4ccccc4[nH]3)C2)c1 (stereo not given)
→ 0.7, -1, -44, 6, 0.8, 5, 1, 2.2, -1
Cn1cccc1C(=O)OCC(=O)N1c2ccccc2NC(=O)C1(C)C
→ 0.1, 2, -5, 18, 0.4, -4, -37, 0.3, 1
O=C(COC(=O)CSCC(=O)N1CCCCC1)Nc1ccc(Cl)cc1
→ 0.4, 4, 9, 6, 0.4, -2, 2, 2.8, -2
CC(Oc1ccc(Cl)cc1Cl)C(=O)N(C)c1ccccc1 (stereo not given)
→ -0.9, -3, 11, 2, -0.5, -3, 19, 0.6, -1
CC1(C)Cc2c(ccc3ccccc23)-c2nnc(-c3cccnc3)n21
→ -0.3, 4, 0, 24, 0.8, -7, 4, -4.7, -1
CC1=CN2C(=NC(=O)CC2(C)C(=O)N(CC(=O)NC2CCCC2)c2ccccc2C)C=C1 (stereo not given)
→ -0.5, -5, -5&15, 7&5, 0.2, 1, 9, -1.5, -3
CCC(C)OC(=O)c1cc(C)nc2c(Br)cc(Br)cc12 (stereo not given)
→ -0.1, -2, 47, 9, 1.3, 2, 2, -1.1, -5
O=C(O)c1ccc(C2CCCCC2)cn1
→ 0.3, -2, 20, 4, -0.6, 3, -2, -1.1, 2
Cc1cccc2c1-c1sc(C(=O)Nc3cccc([N+](=O)[O-])c3C)cc1CO2
→ ·, 0, -32, 7, 0.3, -11, 4, 0.3, 1
CSc1ccc(/C=N/N2CCN(Cc3ccccc3Cl)CC2)cc1
→ 0.6, -4, -28, 4, 1.1, -7, 15, 0.5, -4
CC1OC(Nc2ccc(OC(F)(F)F)cc2)C(O)C(O)C1O (stereo not given)
→ 0.8, -3, -1, 9, 2.4, -4, 3, 0.1, 1
COCCNC(=O)CNC(=S)N(CCCN1CCOCC1)Cc1cccs1
→ 1.3, 2, -2, 8, 1.8, 2, -12, 1.1, -31
FC(F)(F)c1cc(-c2ccco2)nc(N2CCN(c3ccccc3)CC2)n1
→ 0.0, 1, 40, 6, -0.7, -4, -19, 1.8, 2
Cc1cccc(CSc2nnc(-c3cccs3)n2Cc2ccco2)c1
→ -0.2, 2, 45, 5, -0.8, -6, 1, -1.3, -1
Fc1ccc(C(c2nnnn2C2CCCCC2)N2CCCC2)cc1 (stereo not given)
→ -0.6, -2, -1&18, 7&6, 1.0, -7, 21, 0.2, 0
O=c1oc2cc(O)ccc2c2ccccc12
→ -0.1, -32, 59, 21, -0.2, -4, -1, -0.9, -3
O=C(c1cccc(N2C(=O)C3CC=CCC3C2=O)c1)N1CCCc2ccccc21 (stereo not given)
→ 0.3, -3, -26, 7, 0.1, -7, 31, 0.0, 0
COc1cccc(N2CC(C(=O)Nc3nnc(SCC(=O)Nc4cc(C)on4)s3)CC2=O)c1 (stereo not given)
→ 0.4, -6, 1, 8, 0.0, 6, 52*, 0.3, -9
Cc1ccc2nc(NC(=O)c3ccc(NS(=O)(=O)c4cccs4)cc3)sc2c1
→ 2.1, -6, -55, 8, 0.3, -11, 0, 4.7, -5
CS(=O)(=O)N(CC(=O)NC1CCCC1)Cc1ccc(Cl)cc1
→ -0.4, -5, -11, 11, -1.2, -3, -1, 0.3, 1
O=C1NC2(CCCCC2)Oc2ccccc21
→ 1.4, -17, 2, 4, 1.2, -5, 0, -1.0, 1
O=c1c2c3n(c(=S)nc2[nH]n1-c1ccccc1)CCCCC3
→ -0.1, 3, 2, 2, -0.1, -1, 1, 0.9, 3
COc1ccc(-n2cnnc2SCC(=O)Nc2cc(S(=O)(=O)N3CCCCC3)ccc2C)cc1
→ 1.0, 3, -5, 13, -0.6, -4, -1, 5.3, -4
C#CCSc1ncc(S(=O)(=O)c2ccccc2)c(=O)[nH]1
→ 0.6, -2, 11, 2, 0.5, -7, 16, 1.5, 1
S=C(NCc1ccco1)Nc1ccc(Cl)c(Cl)c1
→ 0.1, 24, -21, 5, 0.5, -15, 2, -1.8, 43
N#CCCN1CCN(S(=O)(=O)c2ccc(C#N)cc2)CC1
→ 1.2, -7, 3, 11, 2.2, -6, 1, 0.3, 0
O=C(NCc1ccco1)/C(=C/c1cccnc1)NC(=O)c1ccco1
→ 0.0, 4, 3, 4, 0.9, 0, 2, -2.1, 0
CCc1c(C(=O)NCc2ccc3c(c2)OCO3)[nH]c(C)c1C(C)=O
→ 0.9, 2, 0, 4, -0.9, -3, -1, -1.2, -2
O=S1(=O)CCC(NS(=O)(=O)/C=C/c2ccccc2)C1 (stereo not given)
→ -0.1, -5, 11, 8, -0.1, 3, 0, -1.3, -1
CCc1nnc2c3cnn(-c4ccccc4)c3ncn12
→ -0.2, -3, 11, 17, 0.1, -5, -1, -0.2, 1
O=C(CSc1nc(Cc2ccccc2)nc2ccccc12)Nc1nc2c(s1)CCCC2
→ 0.0, 2, 45, 13, -0.6, -13, 0, -2.3, -1
COC(=O)c1ccc(-n2c(C)cc(/C=N/Nc3nc(C)cc(=O)[nH]3)c2C)cc1
→ -0.9, 1, -52, 12, 0.0, -4, 15, -1.7, -1
Nc1cc(Cl)ccc1N1C(=O)CCC1=O
→ 2.1, -5, 0, 10, 0.2, 3, 2, 1.0, 2
C=CCn1c(COc2ccc(CC)cc2)nnc1SCC(=O)N(C)C1CCS(=O)(=O)C1 (stereo not given)
→ 0.4, 0, -1, 25, -0.2, -2, 0, -0.6, -3
CSc1ccc(/C=C(\C#N)C(=O)NC2CCCCC2)cc1
→ 0.6, 3, -62, 6, 1.4, -3, 3, 3.0, 2
O=C(/C=C/c1ccc(OCCCF)cc1)NCc1cccc(Cl)c1
→ 1.6, -4, -42, 13, 0.3, -7, 0, -1.2, -5
CN(C)c1cnn(-c2ccccc2)c(=O)c1Cl
→ -0.1, 1, 25, 5, 0.7, 1, 8, 2.1, -2
Cn1c(=O)c2[nH]cnc2n(C)c1=O
→ 2.2, 0, 40&2&11, 16&12&17, 2.4, 0, 0, 2.2, -3
Cc1ccc(S(=O)(=O)NC(=NCC(=O)O)c2ccc(F)cc2)cc1
→ 0.5, 0, 2, 8, 0.0, -10, -2, 0.3, 2
O=c1c2c(nc(NCCO)n1CC1CCCCC1)-c1ccccc1CC21CCCC1
→ -0.1, 0, 31, 22, -1.2, -4, 0, 1.7, -1
O=c1c2ccccc2[nH]c(=S)n1Cc1cccs1
→ 0.2, 0, -3, 7, 0.0, -11, 0, 1.4, -1
COc1ccc(Cl)cc1-n1c(C)cc(C(=O)O)c1C
→ 1.2, 3, 39, 8, 1.5, -8, 1, 0.6, 0
CCOC(=O)c1cn(CC(=O)Nc2cccc(Cl)c2C)nn1
→ 0.3, 7, 10, 10, 0.8, -4, 0, -0.7, 3
N#C/C(=C\c1cccc([N+](=O)[O-])c1)C(=O)NCC1CCCO1 (stereo not given)
→ -0.9, -1, -35, 4, -0.4, -3, 12, -7.4, 2
Cc1cc(CN2CCOCC2)c(O)c(C2(C)CCCCC2)c1
→ 1.4, -5, 9, 8, 0.5, -9, 7, -1.2, -2
O=C(N/N=C/c1ccc2c(c1)OCO2)c1cc(-c2ccc(F)cc2)nc2ccccc12
→ 2.0, 19, 1, 5, 0.0, -7, -4, -1.6, -4
CSCCC(C(=O)OCC(=O)c1ccc(C)c(C)c1)N1C(=O)c2cc(Cl)c(Cl)cc2C1=O (stereo not given)
→ -0.5, 8, 22, 4, 0.8, 2, 1, 0.7, 0
CCOC(=O)c1cnn2c(C)cc(-c3ccc(F)cc3)nc12
→ -0.3, 2, 21, 14, -0.8, 1, 3, -4.0, -3
O=C(c1cccn(Cc2cccc(Cl)c2)c1=O)N1CCOCC1
→ -0.3, 1, -2, 7, 1.6, -11, 0, -2.8, 2
COc1ccc(CCN(Cc2cc3cc(C)cc(C)c3nc2Cl)C(=O)C2CC2)cc1
→ 0.1, 1, -8, ·, 1.0, -12, 2, -6.3, 7
CCCOCC(O)CC(Cc1ccccc1)C(=O)NN (stereo not given)
→ 0.7, 0, -2, 14, -0.7, -7, 9, 1.7, -1
Nc1nncn1C(=O)CCc1ccccc1
→ 0.2, -7, -2, 6, 2.7, 7, 0, -2.0, 1
O=C(CSc1nc2ccccc2o1)Nc1ccccc1N1CCCCCC1
→ -0.1, -3, 71*, 0, -0.1, -1, 1, -2.2, 0
N#CCCN(/N=C/c1cccnc1)C1=NS(=O)(=O)c2ccccc21
→ 0.1, -1, 28, 6, 1.4, -4, 26, -0.9, 3

As entered above.
For PERK inh, CCOC(=O)c1cnn2c(C)cc(-c3ccc(F)cc3)nc12 shows -0.8
For L929 necroptosis, CN(C)c1cnn(-c2ccccc2)c(=O)c1Cl shows -0.1
For Hck Nef HTS, Cn1cccc1C(=O)OCC(=O)N1c2ccccc2NC(=O)C1(C)C shows -37
For Runt-SMMHC FRET, O=C1NC2(CCCCC2)Oc2ccccc21 shows -17
For Runt-SMMHC FRET, Cc1cccc2c1-c1sc(C(=O)Nc3cccc([N+](=O)[O-])c3C)cc1CO2 shows 0
For L929 necroptosis, CCCCCCC(=O)Nc1nc(C)c(-c2csc(Nc3cc(Cl)ccc3OC)n2)s1 shows 18

Limited to Runt-CBFb FRET, for 3 of the compounds above:
Molecule	Runt-CBFb FRET
Cn1c(=O)c2[nH]cnc2n(C)c1=O	-3
Cc1ccc(S(=O)(=O)NC(=NCC(=O)O)c2ccc(F)cc2)cc1	2
O=c1c2c(nc(NCCO)n1CC1CCCCC1)-c1ccccc1CC21CCCC1	-1

High-throughput results from PubChem.

Some of the compounds tested. The share of hits here may be higher or lower than overall.
